Source: PubChem BioAssay
LMP1 NFkB inh = Epstein-Barr LMP1 NF-kappaB reporter inhibition; LMP1-induced NF-kappaB luciferase reporter cells, luminescence; inhibition, % at 12.5 µM; 0.69% of 350,000 active; in the data active = inhibition above about 41%;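 also: 0% = neutral control wells and 100% = reference inhibitor control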
TROY NFkB inh = blocks TROY-dependent signaling in reporter cells. inhibition, % at 10 µM. 0.98% of 360,000 active. Q293 LMP1-TROYcd NF-kB luciferase reporter, 4 h;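 active = compounds whose plate-normalised and pattern-corrected inhibition of the luciferase reporter signal at the single screening dose is 50% or more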
SRC1 inh = human NCOA1 inhibition; Q15788; HEK293 GAL4-SRC1 luciferase reporter, luminescence; inhibition, % at 3.6 µM; 0.12% of 360,000 active;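 active = inhibition above the campaign mean plus 3 SD, with each screening campaign given its own cutoff, cut at about 60% in these data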;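 also: 0% = DMSO treated cells and 100% = gossypol at 36 µM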
NOD2-RIPK2 inh = inhibitors of human NOD2-RIPK2 interaction; O43353; CHO BLA complementation NOD2-RIPK2, CCF4 ratio; inhibition, % at 4.98 µM; 0.38% of 360,000 active; AID 624267; in the data active = inhibition above about 21%;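 also: 0% = vehicle only and 100% = reference blocker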
Vif imaging = HIV Vif inhibition; 0.35% of 340,000 active; inhibition, % at 7.49 µM; AID 602346; HEK293T cells, Vif self-association by quenched fluorescence, imaging, 24 h; in the data active = inhibition above about 50%, passing the limit was not always enough; also: some results filed as inactive read as strong as hits
NCOA3 inh = inhibits human SRC3 coactivator | HEK293 GAL4-SRC3 luciferase reporter, luminescence | AID 588352 | inhibition, % at 3.6 µM | 0.17% of 360,000 active | Q9Y6Q9;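 active = inhibition above a per-campaign cutoff, the mean of all compounds plus 3 SD, cut at about 60% in these data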;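 also: 0% = DMSO-treated cells and 100% = gossypol-treated cells at 36 µM; higher means less SRC3-driven luciferase light from the GAL4 reporter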
C8 TRAIL sens = caspase-8 TRAIL sensitization. NB7+C8 cells + TRAIL, ATPlite viability luminescence. inhibition (viability loss, TRAIL sensitization), % at 10 µM. AID 624354. 1% of 360,000 active;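 active = compounds causing at least 50% loss of cell viability in the single-dose screen, relative to plate controls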
NR2F2 inh = blocks human COUP-TFII nuclear receptor | 0.7% of 370,000 active | HEK293T NGFI-A luciferase reporter, luminescence | inhibition, % at 8.6 µM;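 active = inhibition above a per-plate cutoff, mean inhibition of test wells between control levels plus 3 SD, cut at about 38% in these data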;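 also: cells cotransfected with COUP-TFII expression vector driving the NGFI-A reporter; 0% = median of COUP-TF2 test wells and 100% = reporter-only cells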
NCOA2 inhibitor = inhibits human steroid receptor coactivator 2; AID 651957; inhibition, % at 9 µM; HEK293 GAL4-SRC2 luciferase reporter, luminescence; Q15596; 0.17% of 370,000 active;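 active = inhibition above the mean inhibition of all tested compounds plus 3 SD, set per campaign, cut at about 52% in these data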;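 also: 0% = DMSO treated cells and 100% = cells given Gossypol at 36 µM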
TLR9-MyD88 block = inhibitors of human TLR9-MyD88 binding | CHO BLA complementation TLR9-MyD88, CCF4 FRET ratio | 0.21% of 340,000 active | inhibition, % at 4.98 µM | Q9NR96+Q99836;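 active = inhibition above the mean over all tested compounds plus 3 SD, cut at about 21% in these data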;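 also: 0% = DMSO only wells and 100% = clavulanate BLA inhibitor control wells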
Target sequence (Q99836 whole entry, looked up): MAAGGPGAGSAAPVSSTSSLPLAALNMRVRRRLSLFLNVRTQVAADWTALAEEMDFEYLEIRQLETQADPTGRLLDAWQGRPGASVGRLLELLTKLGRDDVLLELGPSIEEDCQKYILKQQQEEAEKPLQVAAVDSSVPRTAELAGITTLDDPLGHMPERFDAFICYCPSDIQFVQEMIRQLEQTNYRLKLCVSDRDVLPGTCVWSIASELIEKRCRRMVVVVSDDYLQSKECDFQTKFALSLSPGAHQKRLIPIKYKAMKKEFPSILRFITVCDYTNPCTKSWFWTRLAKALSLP
Target sequence (Q9NR96 whole entry, looked up): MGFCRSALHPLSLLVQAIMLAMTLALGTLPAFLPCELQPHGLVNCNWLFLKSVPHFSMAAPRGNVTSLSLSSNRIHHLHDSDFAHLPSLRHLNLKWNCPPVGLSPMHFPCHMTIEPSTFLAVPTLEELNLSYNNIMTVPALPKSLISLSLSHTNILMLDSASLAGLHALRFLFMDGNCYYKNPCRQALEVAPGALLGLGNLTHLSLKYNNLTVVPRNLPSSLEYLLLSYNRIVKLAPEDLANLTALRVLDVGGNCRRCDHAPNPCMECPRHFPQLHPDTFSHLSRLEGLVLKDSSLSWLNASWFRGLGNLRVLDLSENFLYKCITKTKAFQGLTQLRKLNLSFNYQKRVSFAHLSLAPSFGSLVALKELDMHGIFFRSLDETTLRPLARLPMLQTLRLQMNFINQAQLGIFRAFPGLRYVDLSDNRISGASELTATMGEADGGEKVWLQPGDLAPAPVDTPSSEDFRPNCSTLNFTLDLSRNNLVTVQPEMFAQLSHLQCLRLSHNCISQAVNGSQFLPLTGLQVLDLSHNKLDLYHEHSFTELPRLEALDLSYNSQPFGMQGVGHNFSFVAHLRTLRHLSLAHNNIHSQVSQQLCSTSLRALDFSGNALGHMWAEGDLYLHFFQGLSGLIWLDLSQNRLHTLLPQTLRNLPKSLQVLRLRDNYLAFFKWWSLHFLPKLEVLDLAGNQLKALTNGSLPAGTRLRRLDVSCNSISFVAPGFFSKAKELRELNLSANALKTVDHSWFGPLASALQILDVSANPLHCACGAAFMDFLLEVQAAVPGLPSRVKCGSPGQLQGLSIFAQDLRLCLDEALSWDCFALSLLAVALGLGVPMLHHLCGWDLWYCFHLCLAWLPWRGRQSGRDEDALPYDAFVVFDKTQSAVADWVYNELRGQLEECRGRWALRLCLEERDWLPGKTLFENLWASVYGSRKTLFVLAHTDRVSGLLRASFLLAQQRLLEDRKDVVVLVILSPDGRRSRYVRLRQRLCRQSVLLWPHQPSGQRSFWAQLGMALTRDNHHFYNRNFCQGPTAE
LRH-1 inv ag = NR5A2 inverse agonism in reporter assay. O00482. HEK293T StAR-luciferase reporter, LRH-1 transfected, 24 h. inhibition, % at 3.6 µM. 0.13% of 360,000 active. AID 602396;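 active = inhibition above the mean inhibition of all tested compounds plus 3 SD, cut at about 73% in these data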;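 also: 0% = DMSO wells and 100% = reporter-only cells lacking LRH-1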
Numbers without * were called inactive; / = no result given; & = joins results of further samples. A portion of the library; the hit share may differ from the screen's.

SMILES | LMP1 NFkB inh | TROY NFkB inh | SRC1 inh | NOD2-RIPK2 inh | Vif imaging | NCOA3 inh | C8 TRAIL sens | NR2F2 inh | NCOA2 inhibitor | TLR9-MyD88 block | LRH-1 inv ag
Cc1cc([N+](=O)[O-])ccc1NC(=O)C[n+]1ccc(N(C)C)cc1 | -9 | 0 | -1 | -2 | 7 | 8 | 3 | 4 | 14 | -2 | -17
CCCc1ccc(OCC(O)CN2CCc3ccccc3C2)cc1 (stereo not drawn) | 4 | -6 | -6 | 3 | -2 | 0 | -2 | 12 | 14 | -6 | -28
CN(C)Cc1ccc(F)cc1Sc1cc(Cl)ccc1Cl | 3 | 8 | 9 | -13 | 2 | 7 | 1 | 3 | -3 | -2 | -15
C[C@@H]1NC(=O)/C(=C\c2ccccc2Cl)NC1=O | / | -2 | -22 | -3 | -1 | 12 | -5 | 6 | -1 | / | 24
COc1ccccc1/C=C/C=N/n1c(C2CCCCC2)n[nH]c1=S | 11 | 69* | -52 | -2 | 7 | -37 | 10 | -2 | 14 | 7 | -42
CCCS(=O)(=O)N1CCN(C(=O)c2ccc(-c3ccccc3)cc2)CC1 | 12 | 6 | -4 | -10 | 3 | -22 | -13 | -3 | -1 | 2 | -2
CN(C)S(=O)(=O)c1ccc(Cl)c(C(=O)NC2CCCCCCC2)c1 | 3 | -20 | 8 | -13 | 4 | 4 | 6 | 13 | -12 | -7 | 3
Cc1[nH]c(=O)c(C#N)c2c1COC(C)(C)C2 | 3 | -2 | -38 | 8 | 16 | 12 | -6 | / | / | -2 | 2
O=C(CP(=O)(c1ccccc1)c1ccccc1)Nn1cnnc1 | -4 | -12 | -3 | -3 | 6 | 12 | -10 | 13 | -11 | 8 | 1
Cc1cccc(N2CCN(C(=S)NC3CCCCC3)CC2)c1C | 6 | 10 | 23 | 4 | -2 | 25 | 3 | -5 | -35 | 12 | 0
COc1cc(Cl)c(C)cc1NC(=O)CC1CCCC1 | -3 | -23 | -4 | -7 | -6 | 8 | -13 | 7 | -27 | 6 | 29
COc1ccc(OC)c(CN2CCN(S(=O)(=O)c3ccccc3)CC2)c1 | -7 | 20 | 17 | 6 | 2 | 14 | 18 | 24 | -2 | -10 | 13
O=C(/C=C/c1ccc2c(c1)OCO2)NCc1ccncc1 | -4 | -7 | 6 | 2 | 2 | 0 | 2 | -9 | 21 | -1 | 10
O=C(CSc1nc2ccccc2c2c1CCCC2)N1CCOCC1 | 5 | 12 | -15 | 13 | -6 | 4 | 9 | 1 | 14 | 1 | 14
Cc1ccccc1NC(=O)Cc1nc(COC(=O)c2cccc(C)c2O)cs1 | -3 | -6 | 4 | 16 | -4 | 19 | 2 | -10 | -8 | 2 | 5
O=C(CCNC(=O)c1ccc(Br)cc1)NCCCSc1ccccc1 | -2 | -17 | -35 | 8 | 8 | 6 | 18 | 25 | 12 | -1 | -17
COc1ccc(C(=O)NCc2nnc(SCC(=O)N3CCCc4ccccc43)o2)cc1OC | 2 | 12 | -7 | -7 | -9 | -2 | 0 | -3 | -29 | -4 | -4
Cc1ccc(OC(=O)c2sc3ncn(C)c(=O)c3c2C)cc1 | -23 | -82 | -46 | -6 | -7 | -39 | -6 | -36 | -50 | -21 | -34
O=C(CN1C(=O)c2ccccc2C1=O)N1CCCCC1 | -3 | -14 | 7 | 0 | -2 | 7 | -12 | -12 | 13 | -2 | -7
Cc1ccc(-n2c(C)cc(C(=O)COc3c(CO)cc(F)cc3CO)c2C)cc1C | -17 | 2 | 2 | 7 | -11 | 12 | 13 | 0 | 5 | -2 | 20
Cc1ccc(C(=O)N/C(=C/c2ccc(-c3ccc(Br)cc3)o2)C(=O)NC2CCS(=O)(=O)C2)cc1 (stereo not drawn) | 5 | 14 | 1 | -12 | 3 | 13 | -24 | -11 | -6 | 4 | 6
COc1ccccc1N1CCN(C(=O)c2ccc3c(c2)CCN3S(C)(=O)=O)CC1 | 0 | 13 | 23 | -8 | -1 | -3 | -7 | 5 | 4 | -10 | 8
C[C@H](CO)N1C[C@H](C)[C@@H](CN(C)Cc2ccc(-c3ccccc3)cc2)Oc2c(NS(=O)(=O)c3ccc(F)cc3)cccc2C1=O | 6 | 24 | -20 | -8 | -2 | 4 | -12 | 1 | 9 | -7 | 18
CCOc1ccc2ccccc2c1/C=N/NC(=O)CNC(=O)c1ccccc1O | 0 | 11 | 2 | -2 | -45 | 5 | -11 | 5 | -15 | 0 | 7
Cc1ccc(OCC(=O)N/N=C/c2ccco2)cc1 | 8 | -7 | -3 | 5 | 4 | 6 | 1 | -5 | 2 | -3 | 15
CCCCc1nc2cc(C(=O)NC3CCOC(C)(C)C3)ccc2o1 (stereo not drawn) | -6 | -23 | -17 | -4 | -10 | -17 | 4 | -2 | -11 | 0 | -3
Cc1nnc(NC(=O)CSc2ccc(-c3ccco3)nn2)s1 | -9 | 6 | 0 | -5 | -2 | 0 | 3 | -5 | 4 | -23 | -1
COc1ccc(CN2CCCC2C(=O)Nc2ccc(OC)c(OC)c2)cc1OC (stereo not drawn) | -6 | -17 | -10 | 0 | 17 | -9 | 20 | 6 | 17 | 14 | 27
C=CCSc1nc2c(c(=O)[nH]c(=O)n2C)n1Cc1ccccc1 | 10 | 14 | 1 | -27 | -1 | -4 | -1 | 7 | -13 | -7 | 7
CCCNC(=S)N1CCC(NC(=O)C2CCCCC2)CC1 | -6 | -1 | -4 | 0 | 24 | 3 | -5 | 11 | 21 | -2 | 3
COc1cccc(-c2noc(CCCC(=O)Nc3ccc(C(N)=O)cc3)n2)c1 | 5 | -11 | -47 | 2 | 10 | -2 | -1 | -7 | -12 | 3 | -22
Cc1ccc([N+](=O)[O-])cc1NC(=O)C(Sc1ccccc1)c1ccccc1 (stereo not drawn) | 4 | 11 | 13 | 4 | -1 | 18 | 15 | 13 | -24 | 3 | -4
Cc1ccc(NC(=O)CN(C)C(=O)COC(=O)CNS(=O)(=O)c2ccc(Br)cc2Cl)cc1 | 6 | 18 | -7 | -8 | / | 3 | -17 | 1 | -14 | -9 | -2
CC1CC(C)(C)NC(=S)N1CCCC(=O)Nc1ccc(F)c(F)c1 (stereo not drawn) | -9 | -7 | 0 | -11 | -15 | 3 | -3 | 9 | -8 | 10 | 0
CCCCN(C(=O)c1ccc(S(=O)(=O)N(CC)CC)cc1)c1c(N)n(CCC)c(=O)[nH]c1=O | -3 | 14 | -5 | -7 | -2 | 4 | -9 | 12 | -27 | 2 | -22
COc1ccc(OC)c(S(=O)(=O)Nc2cccc(-c3ccc4nncn4n3)c2)c1 | -17 | -7 | -21 | -1 | -1 | -7 | -3 | -6 | -12 | -4 | 18

One compound at a time (already shown). Screens in order: LMP1 NFkB inh, TROY NFkB inh, SRC1 inh, NOD2-RIPK2 inh, Vif imaging, NCOA3 inh, C8 TRAIL sens, NR2F2 inh, NCOA2 inhibitor, TLR9-MyD88 block, LRH-1 inv ag
CCCCc1nc2cc(C(=O)NC3CCOC(C)(C)C3)ccc2o1 (stereo not drawn) is listed with -6, -23, -17, -4, -10, -17, 4, -2, -11, 0, -3
Cc1ccc([N+](=O)[O-])cc1NC(=O)C(Sc1ccccc1)c1ccccc1 (stereo not drawn) is listed with 4, 11, 13, 4, -1, 18, 15, 13, -24, 3, -4

Sorted by molecular weight (descending): part of the list above.
SMILES | LMP1 NFkB inh | TROY NFkB inh | SRC1 inh | NOD2-RIPK2 inh | Vif imaging | NCOA3 inh | C8 TRAIL sens | NR2F2 inh | NCOA2 inhibitor | TLR9-MyD88 block | LRH-1 inv ag
CCCCN(C(=O)c1ccc(S(=O)(=O)N(CC)CC)cc1)c1c(N)n(CCC)c(=O)[nH]c1=O | -3 | 14 | -5 | -7 | -2 | 4 | -9 | 12 | -27 | 2 | -22
COc1ccc(C(=O)NCc2nnc(SCC(=O)N3CCCc4ccccc43)o2)cc1OC | 2 | 12 | -7 | -7 | -9 | -2 | 0 | -3 | -29 | -4 | -4
Cc1ccccc1NC(=O)Cc1nc(COC(=O)c2cccc(C)c2O)cs1 | -3 | -6 | 4 | 16 | -4 | 19 | 2 | -10 | -8 | 2 | 5
Cc1nnc(NC(=O)CSc2ccc(-c3ccco3)nn2)s1 | -9 | 6 | 0 | -5 | -2 | 0 | 3 | -5 | 4 | -23 | -1
Cc1ccc(OC(=O)c2sc3ncn(C)c(=O)c3c2C)cc1 | -23 | -82 | -46 | -6 | -7 | -39 | -6 | -36 | -50 | -21 | -34

An excerpt taken from the entries so far:
SMILES | LMP1 NFkB inh | TROY NFkB inh | SRC1 inh | NOD2-RIPK2 inh | Vif imaging | NCOA3 inh | C8 TRAIL sens | NR2F2 inh | NCOA2 inhibitor | TLR9-MyD88 block | LRH-1 inv ag
Cc1cc([N+](=O)[O-])ccc1NC(=O)C[n+]1ccc(N(C)C)cc1 | -9 | 0 | -1 | -2 | 7 | 8 | 3 | 4 | 14 | -2 | -17
CCCc1ccc(OCC(O)CN2CCc3ccccc3C2)cc1 (stereo not drawn) | 4 | -6 | -6 | 3 | -2 | 0 | -2 | 12 | 14 | -6 | -28
CN(C)Cc1ccc(F)cc1Sc1cc(Cl)ccc1Cl | 3 | 8 | 9 | -13 | 2 | 7 | 1 | 3 | -3 | -2 | -15
C[C@@H]1NC(=O)/C(=C\c2ccccc2Cl)NC1=O | / | -2 | -22 | -3 | -1 | 12 | -5 | 6 | -1 | / | 24

Following part
SMILES | LMP1 NFkB inh | TROY NFkB inh | SRC1 inh | NOD2-RIPK2 inh | Vif imaging | NCOA3 inh | C8 TRAIL sens | NR2F2 inh | NCOA2 inhibitor | TLR9-MyD88 block | LRH-1 inv ag
O=C1c2ccccc2C(=O)c2c1cccc2N1CCOCC1 | -4 | 38 | -10 | -4 | / | -18 | 0 | -17 | -51 | 14 | -6
O=C(Cc1cc(=O)[nH][nH]1)N/N=C/c1cccc(Cl)c1Cl | -1&-4 | 13&-26 | 14&9 | -2&6 | 1&5 | 12&-15 | -4&-15 | -3&6 | -3&-52 | -2&3 | -1&-10
O=C(Nc1ccc(NC(=O)c2sc3ccccc3c2Cl)cc1Cl)c1ccco1 | 8 | -26 | -100 | -10 | 5 | -54 | 12 | -22 | -21 | 0 | -41
CC(C)(C)CC(=O)Nc1ccccc1N1CCN(c2ccccc2)CC1 | 0 | 13 | -14 | 4 | 0 | 15 | -6 | 2 | 6 | -5 | 9
CCOC(=O)Cc1csc(NC(=O)Cn2c(=O)oc3ccccc32)n1 | 1 | 6 | -22 | 7 | -2 | 10 | -22 | 22 | 2 | 4 | -17
CC(Sc1nnc(C2CC2)n1Cc1ccccc1)C(=O)N1CCNC1=O (stereo not drawn) | 0 | -8 | 10 | 2 | 0 | 6 | -23 | -14 | -8 | 2 | -4
O=C(c1ccccc1)C(O)C(c1ccccc1)N1CCOCC1 (stereo not drawn) | 10 | -6 | 12 | -5 | -10 | 9 | -20 | -2 | -41 | 9 | 4
CCOC=C1SC(=S)N(c2ccccc2OC)C1=O | -2 | 0 | -8 | -4 | 2 | 3 | -3 | 0 | -10 | -2 | -29
Cc1ccsc1C(=O)OCC(=O)N1CC(=O)Nc2ccccc21 | 0 | 27 | 8 | -5 | -8 | -14 | -13 | 8 | -19 | -4 | 13
CCn1c(C)[n+](CC(O)COCC2CC=CCC2)c2ccccc21 (stereo not drawn) | -8 | 15 | 7 | 6 | / | 25 | 16 | 2 | -2 | 5 | 8
COc1ccc(CN(C)S(=O)(=O)c2nnc(NC(=O)c3cccc(C)c3)s2)cc1OC | -7 | 2 | -5 | -4 | 7 | -22 | -9 | 16 | 4 | 6 | 9
